APOBEC3A inh = APOBEC3A ssDNA deaminase inhibitors, primary screen, selectivity assay for APOBEC3G inhibitor project, biochemical, FAM/TAMRA oligo cleavage fluorescence. DNA dC->dU-editing enzyme APOBEC-3A (Homo sapiens), P31941. recombinant A3A, FAM/TAMRA ssDNA deamination fluorescence. inhibition, % at 20 µM. 330,000 compounds, 0.41% hits. AID 493011, 2011;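 active means at least 40% inhibition at 20 µM here, with at most 30% in a related deaminase screen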;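 further: plate controls were A3A with DMSO for no effect and wells lacking A3A enzyme for full effect; some results filed as inactive read as strong as hits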
Target sequence (P31941 whole entry, looked up): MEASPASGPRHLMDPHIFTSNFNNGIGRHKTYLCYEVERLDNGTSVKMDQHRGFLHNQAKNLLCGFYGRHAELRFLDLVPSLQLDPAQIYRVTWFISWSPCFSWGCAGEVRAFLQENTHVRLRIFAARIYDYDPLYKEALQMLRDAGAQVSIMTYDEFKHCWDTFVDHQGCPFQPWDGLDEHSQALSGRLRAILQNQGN
TIM10 inh = growth inhibitors of isogenic TIM10 control yeast, primary screen, counter-screen for tim10-1 yeast inhibitor project, luminescence, uHTS; S. cerevisiae TIM10 strain growth, BacTiter-Glo luminescence, 24 h; inhibition, % at 10 µM; 330,000 compounds, 1.4% hits; AID 463195, 2010;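 active means inhibition of 40% or more at the single tested concentration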;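 further: wild-type TIM10 isogenic control strain grown at permissive 25 °C; 0% = DMSO yeast wells and 100% = minimal medium wells without yeast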
hIAP block = human IAP inhibitors, primary screen, biochemical, luminescence, uHTS | purified IAP, CDP-Star luminescence, 30 min | inhibition, % at 10 µM | 330,000 compounds, 0.12% hits;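 active means inhibition reaching a set limit with compound at 10 µM in the primary screen, cut at about 35% in these data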;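 further: plate controls were DMSO wells with enzyme for no effect and no-enzyme buffer wells for full effect; values of inactives mirror those of a sister screen read the other way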
mIAP activ = activators of mouse IAP, primary screen, biochemical, luminescence, uHTS | muIAP, CDP-Star luminescence, 30 min; hits give high values; 1 = vehicle-only enzyme signal, 0 = enzyme-free wells | 330,000 compounds, 0.24% hits | activation factor at 10 µM | AID 2805, 2010;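 active means activation factor of at least 2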; further: the source names both 10 and 20 µM as test concentration; values of inactives mirror those of a sister screen read the other way
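System: mouse IAP enzyme. Reagent: CDP-Star chemiluminescent phosphatase substrate. Benchmarks: DMSO wells, no-enzyme wells. Times: 30 min enzyme-substrate-compound incubation at room temperature. Detection: luminescence from enzymatic CDP-Star hydrolysis. Doses: test compounds delivered from DMSO solution.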
tim10-1 inh = growth inhibitors of tim10-1 mutant yeast, primary screen, luminescence, uHTS; 330,000 compounds, 2.2% hits; S. cerevisiae tim10-1 ts strain growth, BacTiter-Glo, 24 h; inhibition, % at 20 µM;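 active means inhibition of at least 40%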;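 further: mutant grown at 25 °C; 0% = DMSO wells with yeast and 100% = wells holding no yeast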
MIN6 prolif = inducers of MIN6 beta-cell proliferation, primary screen, ATP luminescence, uHTS; MIN6 cells proliferation, ATPlite luminescence, 48 h; cells starved in 0.2% serum; 100% = growth in 10% serum; proliferation, % at 10 µM; 330,000 compounds, 0.29% hits;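 active means compounds whose signal lies at least 3.5 SD above the mean of all wells on their plate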;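 further: 0% = DMSO-treated cells in low-serum medium and 100% = 10% serum control; some compounds called inactive have numbers as strong as hits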
NLRP3 yeast inh = NALP3 inflammasome inhibitors in reconstituted yeast, primary screen, luminescence, uHTS; AID 2825, 2010; 330,000 compounds, 0.39% hits; Yeast reconstituted NLRP3/ASC/caspase-1, beta-gal luminescence, 24 h; inhibition, % at 10 µM;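 active means inhibition of 50% or more; inactive means inhibition below 50%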;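 further: plate controls were induced DMSO wells for no effect and uninduced yeast grown without galactose for full effect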
APOBEC3G inh = APOBEC3G DNA deaminase inhibitors, primary screen, biochemical, fluorescence, single-stranded DNA substrate, uHTS. DNA dC->dU-editing enzyme APOBEC-3G (Homo sapiens), Q9HC16. recombinant A3G, ssDNA deamination FAM/TAMRA fluorescence. inhibition, % at 20 µM. 330,000 compounds, 0.28% hits;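 active means inhibition of at least 40% at 20 µM, with no more than 30% in the related APOBEC3A deaminase screen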;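 further: plate controls were DMSO wells with A3G for no effect and wells lacking A3G enzyme for full effect; some compounds called inactive have numbers as strong as hits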
Target sequence (Q9HC16 whole entry, looked up): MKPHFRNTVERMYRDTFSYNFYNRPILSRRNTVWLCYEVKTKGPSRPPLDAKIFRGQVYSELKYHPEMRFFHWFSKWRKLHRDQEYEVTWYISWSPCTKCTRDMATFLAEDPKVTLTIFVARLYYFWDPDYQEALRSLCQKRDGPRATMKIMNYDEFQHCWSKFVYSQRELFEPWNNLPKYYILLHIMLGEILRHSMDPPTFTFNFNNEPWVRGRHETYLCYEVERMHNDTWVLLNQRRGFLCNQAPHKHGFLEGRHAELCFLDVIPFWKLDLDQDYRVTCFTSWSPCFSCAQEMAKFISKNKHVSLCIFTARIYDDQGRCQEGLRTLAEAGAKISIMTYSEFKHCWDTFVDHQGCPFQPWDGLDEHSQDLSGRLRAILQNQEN
mIAP block = inhibitors of mouse IAP, primary screen, biochemical, luminescence, uHTS. intestinal alkaline phosphatase [Mus musculus]. purified mouse IAP, CDP-Star luminescence, 30 min. inhibition, % at 10 µM. 330,000 compounds, 0.2% hits. AID 2806, 2010;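 active means inhibition of at least 40% at 10 µM in the primary screen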;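 further: plate controls were DMSO with enzyme for no effect and no enzyme wells for full effect; values of inactives mirror those of a sister screen read the other way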
Active calls of the source: *; & = joins results of further samples.

1	Cc1cccc(NC(=S)Nc2ccccn2)c1C
2	Cc1occc1C(=O)N1CCN(C(=O)C2CCCO2)CC1 (stereo not given)
3	Cc1cccc(NC(=O)Cn2c(=O)n(C)c3ccccc32)c1
4	CCOC(=O)[C@H]1[C@H]2COc3ccc(Cl)cc3[C@@H]2N2C(=O)CN(Cc3ccc(Cl)cc3)C(=O)[C@@]12C
5	O=C(CN(Cc1cccs1)C(=O)CCC(=O)Nc1nccs1)NCc1ccccc1
6	CC(C)NC(=O)CSc1nncn1-c1ccccc1
7	O=S(=O)(NCC1CC1)c1cc(Cl)cc(Cl)c1
8	Cc1cc(OCC(=O)NCc2cccnc2)c2c(C)cc(=O)oc2c1

screen / no.,1,2,3,4,5,6,7,8
APOBEC3A inh,1,7,-6,-2,-6,2,-4,-5
TIM10 inh,7,2,9,13,8,7,-2,-9
hIAP block,14,10,-15,5,-17,4,-10,-23
mIAP activ,0.96,0.94,1.1,0.78,0.97,0.99,1,1
tim10-1 inh,-15,5,11,24,3,11,22,-2
MIN6 prolif,-2,6,2,-6,0,-3,-2,1
NLRP3 yeast inh,5,14,21,-10,9,-10,-22,15
APOBEC3G inh,-3,2,-11,-6,-5,-1,-6,-8
mIAP block,4,6,-11,22,3,1,-2,-2

9	COc1ccc(/C=N/n2c(SC)nnc(C(C)(C)C)c2=O)cc1OC
10	CC(=O)N1CCC(N(CCCOC(C)C)C(=O)Nc2ccc(C)c(C)c2)CC1
11	CN(C)CCCN1C(=O)c2oc3ccc(F)cc3c(=O)c2C1c1cccnc1 (stereo not given)
12	CC1=CC(C)(C)Nc2ccccc21
13	CCOC(=O)c1cc2c(=O)n3ccccc3nc2n(C(C)C)c1=NC(=O)c1c(-c2c(F)cccc2Cl)noc1C
14	COc1ccc(C(=O)NC(=S)NNC(=O)COc2ccccc2)cc1
15	COc1cccc(C2C3=C(N=c4s/c(=C\c5ccc(OCC(=O)O)cc5)c(=O)n42)c2ccccc2CC3)c1 (stereo not given)
16	Cc1ccccc1NC1=C(Cl)C(=O)OC1OC(=O)c1ccccc1C (stereo not given)

screen / no.,9,10,11,12,13,14,15,16
APOBEC3A inh,-6,-2,-1,-3&-7,-2,-5,1,-5
TIM10 inh,5,-5,-25,7&-14,25,14,12,35
hIAP block,-23,-11,8,3&-16,9,-49,19,14
mIAP activ,1,0.95,0.88,0.94&0.91,0.95,0.82,0.91,1
tim10-1 inh,9,8,-46,-7&-12,25,23,22,40*
MIN6 prolif,2,1,1,2&-2,-5,-2,-6,-5
NLRP3 yeast inh,31,-3,2,-8&14,1,40,15,12
APOBEC3G inh,-8,-8,-3,-8&-9,-1,2,-8,-7
mIAP block,-1,5,12,6&10,5,18,9,-3

17	O=C(COC(=O)c1ccc(Cl)cc1)NC(=O)NC1CCCC1
18	O=C(CCNS(=O)(=O)c1ccccc1)N1CCCCCC1
19	CC(C)N(Cc1ccccc1)C(=O)c1cccs1
20	O=C(CSc1cccc2cccc(Cl)c12)OCC(=O)N1CCN(C(=O)c2ccco2)CC1
21	CC(/C=C1\SC(=S)N(CCC(=O)Nc2nc(C)cs2)C1=O)=C\c1ccccc1
22	Cc1nc(N2CCN(S(=O)(=O)c3ccccc3)CC2)c2cc(-c3ccccc3)sc2n1
23	CC(C)(C)OC(=O)N1CCC(NC(=O)c2nc[nH]c2C(=O)NCc2ccccc2)CC1
24	CCOc1cc(C2C(C#N)=C(N)OC3CCCC(=O)C32)ccc1OCCN1CCOCC1 (stereo not given)

screen / no.,17,18,19,20,21,22,23,24
APOBEC3A inh,-2,-5,-4,2,-1,-2,-1,-2
TIM10 inh,2,6,31,-10,-13,18,14,8
hIAP block,-2,-3,-22,-5,22,-3,8,10
mIAP activ,1,0.9,0.93,1,0.88,0.99,0.98,0.99
tim10-1 inh,-8,-1,20,28,-8,21,18,-11
MIN6 prolif,3,0,-2,-3,-2,-5,-7,-1
NLRP3 yeast inh,10,2,-35,0,2,18,-3,8
APOBEC3G inh,-5,-4,-11,-3,-4,-5,-7,-4
mIAP block,-3,10,7,-1,12,1,2,1

25	COc1cc(CN2CCC(C(=O)N3CCN(c4ccccc4F)CC3)CC2)cc(OC)c1O
26	CCCc1cc(=O)oc2c3c(cc(OCC(=O)NCCCn4ccnc4)c12)OC(C)(C)CC3
27	CCOC(=O)Cc1csc(N/N=C\c2ccc(N(C)C)cc2)n1
28	CC(C)(C)C(=O)Nc1c(Cl)cccc1OC(F)(F)F
29	COc1cccc(Cn2cccc(NC(=O)Nc3ccc(C#N)cc3)c2=O)c1
30	Cc1ccc(C(=O)O/N=C(/c2nonc2N)N(C)C)cc1
31	Cc1c(C(=O)OC(C)C)sc2nc[nH]c(=O)c12
32	CCOC(=O)c1cc(CC)sc1NC(=O)c1cc(OC)c(OC)c(OC)c1

screen / no.,25,26,27,28,29,30,31,32
APOBEC3A inh,1,1,-6,1,4,-1,4,4
TIM10 inh,-10,-2,16,10,3,25,6,25
hIAP block,-18,-6,3,-10,-8,-12,9,-15
mIAP activ,1,1.1,0.87,0.97,1.1,0.98,0.93,0.94
tim10-1 inh,4,2,0,-12,19,67*,7,27
MIN6 prolif,-2,-5,-4,-2,-5,-1,-2,-1
NLRP3 yeast inh,4,-9,10,-2,-9,10,15,-6
APOBEC3G inh,-5,5,-9,-7,-1,2,2,0
mIAP block,0,-10,13,2,-12,2,7,6

33	COc1ccc(N(CC(=O)NCCSCc2ccco2)S(=O)(=O)c2ccccc2)cc1
34	C/C(=N\NC(=S)NCCc1ccccc1)c1ccc(O)cc1O
35	N#Cc1ccccc1S(=O)(=O)N1CCN(C(=O)CCc2ccccc2)CC1
36	O=S(=O)(NCCSc1nnc(-c2ccco2)n1-c1ccccc1)c1ccccc1
37	O=C(O)c1ccc(CN(c2ccccc2)S(=O)(=O)c2ccccc2)cc1
38	CCc1ccc(NC(=O)COC(=O)CCC2CCCC2)cc1
39	CCOc1cc(/C=C(\C#N)C(=O)NCc2cccnc2)ccc1O
40	CC1CCCC(NC(=O)COC(=O)c2ccc(Cl)nc2)C1C (stereo not given)

screen / no.,33,34,35,36,37,38,39,40
APOBEC3A inh,-1,0,-2,1,0,-6,-6,0
TIM10 inh,1,30,6,-2,0,6,24,7
hIAP block,1,-55,3,-18,-24,9,16,-13
mIAP activ,1.1,0.97,0.95,1,0.98,1.1,0.92,0.98
tim10-1 inh,17,43*,1,2,-6,10,27,18
MIN6 prolif,-2,0,-4,4,1,0,-2,1
NLRP3 yeast inh,9,17,1,12,23,-11,-24,8
APOBEC3G inh,-3,-2,-5,-1,-3,-8,-2,-8
mIAP block,-5,3,5,-5,2,-12,8,2

Whole records, quoted from the list. Screens in order: APOBEC3A inh	TIM10 inh	hIAP block	mIAP activ	tim10-1 inh	MIN6 prolif	NLRP3 yeast inh	APOBEC3G inh	mIAP block
O=S(=O)(NCC1CC1)c1cc(Cl)cc(Cl)c1 across the screens: -4	-2	-10	1	22	-2	-22	-6	-2
Cc1cc(OCC(=O)NCc2cccnc2)c2c(C)cc(=O)oc2c1 across the screens: -5	-9	-23	1	-2	1	15	-8	-2
CC1CCCC(NC(=O)COC(=O)c2ccc(Cl)nc2)C1C (stereo not given) across the screens: 0	7	-13	0.98	18	1	8	-8	2
Cc1ccc(C(=O)O/N=C(/c2nonc2N)N(C)C)cc1 across the screens: -1	25	-12	0.98	67*	-1	10	2	2

More entries
41	COc1ccccc1C(=O)NS(=O)(=O)c1ccc(C)cc1
42	NC1=NC(=O)/C(=C/c2ccc(-c3ccc(S(N)(=O)=O)cc3)o2)S1
43	CN(C)CCCNC(=O)c1ccccc1Oc1ccccc1
44	CS(=O)(=O)N1CCN(C(=O)c2ccc3c(c2)OCCO3)CC1
45	COCC(C)NC(C(=O)Nc1ccc(Cl)c([N+](=O)[O-])c1)c1ccccc1 (stereo not given)
46	Cc1ccc(NC(=O)C2COc3ccccc3O2)cc1 (stereo not given)
47	CCc1ccc(C(=O)/C=C/Nc2ccc(S(=O)(=O)Nc3onc(C)c3C)cc2)cc1
48	COc1cccc(C2(c3cccc(OC)c3)CC2C(=O)Nc2cccc3ccccc23)c1 (stereo not given)

screen / no.,41,42,43,44,45,46,47,48
APOBEC3A inh,-1,-1,-3,-3,-3,-7,-1,-3
TIM10 inh,3,2,6,-9,5,1,21,12
hIAP block,-8,-40,-10,3,5,-16,14,-16
mIAP activ,0.99,0.68,1,1,1.1,0.97,0.83,1.1
tim10-1 inh,2,-34,-2,-3,12,15,10,5
MIN6 prolif,3,6,-2,-2,-3,-3,-4,-3
NLRP3 yeast inh,9,20,15,12,6,48,1,-4
APOBEC3G inh,-4,-9,-6,-6,-10,-9,-4,-7
mIAP block,1,32,-1,-4,-10,3,17,-6

49	Cc1ccc(C(=O)N2CCCC(N3CCN(c4cccc(C(F)(F)F)c4)CC3)C2)s1 (stereo not given)
50	Cc1ccc(CN2CCC(c3cc(-c4cccs4)n[nH]3)CC2)cc1
51	Cn1ncc(Cl)c1C(=O)N/N=C/c1ccccn1
52	CCOc1ccc2nc(N(CCCN(C)C)C(=O)c3ccc(C(=O)c4ccccc4)cc3)sc2c1
53	Cc1ccc(CN2CC(=O)N3[C@H]4c5ccccc5OC[C@@H]4[C@H](c4ccccc4)[C@]3(C)C2=O)cc1
54	CCn1c(COc2ccccc2C)nnc1SCC(=O)O
55	CCn1nnnc1NC(=O)c1ccc2ccccc2c1
56	c1cnc2ccc(C(c3nnnn3C3CCCC3)N3CCN4CCCC4C3)cc2c1 (stereo not given)
57	COc1ccc(C)cc1S(=O)(=O)Nc1cc2c3c(c1)CCN3C(=O)CC2

screen / no.,49,50,51,52,53,54,55,56,57
APOBEC3A inh,-1,0,-1,-1,0,-2,0,0,4
TIM10 inh,18,-3,3,11,14,-25,-8,-6,6
hIAP block,-16,-13,-50,-14,-12,2,-8,-8,-2
mIAP activ,0.98,0.96,0.95,0.95,1,0.98,0.96,1,1
tim10-1 inh,42*,0,-3,34,21,12,-1,8,-14
MIN6 prolif,-4,-3,-1,-7,-7,-2,0,1,2
NLRP3 yeast inh,10,35,6,15,8,18,6,22,25
APOBEC3G inh,-4,0,-6,-8,-12,-7,-4,1,2
mIAP block,2,4,5,5,-4,2,4,0,-2

Only APOBEC3A inh, APOBEC3G inh and TIM10 inh, for some of the entries so far:
item	structure	APOBEC3A inh	APOBEC3G inh	TIM10 inh
46	Cc1ccc(NC(=O)C2COc3ccccc3O2)cc1 (stereo not given)	-7	-9	1
44	CS(=O)(=O)N1CCN(C(=O)c2ccc3c(c2)OCCO3)CC1	-3	-6	-9

Screening results as filed in PubChem BioAssay.
